# Source: PubChem BioAssay (several laboratories)
# C-LANA FP = inhibitors of KSHV C-LANA binding to DNA, primary screen, biochemical, fluorescence polarization, FAM-LBS DNA, MBP-C-LANA, single point; Kaposi's sarcoma herpesvirus LANA C-terminal domain (residues 932-1162) DNA binding; inhibition, % at 9 µM; hit rate 0.078% among 340,000; AID 504423, 2011;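 active means highest replicate inhibition at or above 60% at 9 µM, even if other replicates fall short; inactive means all replicates below 60% inhibition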;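 further: 0% = neutral control wells and 100% = 4 µM acridine orange control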
# RTF Ca sens inh = cardiac RTF calcium sensitivity inhibitors, primary screen, biochemical, IANBD-TnC fluorescence, EC70 calcium. Troponin I, cardiac muscle (Homo sapiens) + Troponin T, cardiac muscle (Homo sapiens) + …. IANBD-labeled cardiac RTF, Ca2+ fluorescence. inhibition, % at 7.15 µM. hit rate 0.12% among 340,000;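 active means inhibition above the mean inhibition of all tested compounds plus 3 SD, cut at about 17% in these data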;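 further: assay run at fixed EC70 calcium of 1.6 mM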
# PvdQ inh = P. aeruginosa PvdQ acylase inhibitors, primary screen, biochemical, fluorescence, plate reader and imaging, single point; PvdQ acylase [Pseudomonas aeruginosa LESB58]; purified PvdQ acylase; inhibition, % at 10 µM; hit rate 0.063% among 340,000; AID 488965, 2010; in the data active means inhibition above about 30%, passing the limit was not always enough;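 further: 0% = vehicle neutral wells and 100% = reference inhibitor wells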
# Arrestin-AP2 inh = inhibitors of beta-arrestin/AP2 binding, primary screen, biochemical, GPCR trafficking, flow cytometry. FITC-arrestin peptide / GST-AP2 beads; AP2 beta2 appendage carries R879A mutation. inhibition, % at 10 µM. hit rate 0.31% among 340,000;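 active means inhibition above a set limit, near 3 SD of compounds lacking own fluorescence, cut at about 54% in these data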;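 further: plate controls were DMSO wells for no effect and 5 µM unlabelled arrestin peptide for full effect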
#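 system = GST-tagged AP2 beta2-adaptin appendage (R879A) on 4 µm glutathione beads | reagent = FITC-labelled arrestin peptide probe, 50 nM final | schedule = compound with beads 12 min RT, then probe 1 h RT | signal = HyperCyt-sampled flow cytometry, FL1 channel, ex 488/em 535 nm | read-out = percent response from loss of bead-bound FITC fluorescence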
# Keap1 Nrf2 FP = Keap1-Nrf2 protein-protein interaction inhibitors, primary screen, biochemical, fluorescence polarization, single point; Kelch-like ECH-associated protein 1 (Homo sapiens), Q14145; inhibition, % at 9.4 µM; hit rate 0.15% among 340,000; Keap1 Kelch-Nrf2 peptide fluorescence polarization, 1536-well; in the data active means inhibition above about 12%;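 further: human Keap1 Kelch domain with fluorescein labeled Nrf2 9mer peptide probe; 0% = neutral control wells and 100% = peptide positive control; higher means more block of Keap1 binding to Nrf2 peptide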
# Target sequence (Q14145 whole entry, looked up, the tested form may be a part): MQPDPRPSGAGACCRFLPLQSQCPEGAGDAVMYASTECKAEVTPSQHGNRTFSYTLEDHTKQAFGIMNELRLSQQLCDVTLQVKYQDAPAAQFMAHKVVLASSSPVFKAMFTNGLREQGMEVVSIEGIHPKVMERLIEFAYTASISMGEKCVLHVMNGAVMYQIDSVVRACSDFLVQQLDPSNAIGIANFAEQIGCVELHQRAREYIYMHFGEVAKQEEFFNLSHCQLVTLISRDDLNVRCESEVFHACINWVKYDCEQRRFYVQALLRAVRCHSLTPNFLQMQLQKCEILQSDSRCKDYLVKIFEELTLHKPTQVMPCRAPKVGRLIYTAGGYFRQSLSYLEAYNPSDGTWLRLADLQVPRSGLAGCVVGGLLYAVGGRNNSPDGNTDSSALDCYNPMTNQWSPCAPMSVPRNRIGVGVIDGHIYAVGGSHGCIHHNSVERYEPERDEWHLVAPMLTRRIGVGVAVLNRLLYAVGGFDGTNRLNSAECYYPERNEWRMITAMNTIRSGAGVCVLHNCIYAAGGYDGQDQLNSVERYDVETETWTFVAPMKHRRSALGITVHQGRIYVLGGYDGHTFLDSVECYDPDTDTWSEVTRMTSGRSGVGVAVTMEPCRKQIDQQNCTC
# DAGLB inhibitor = DAGLB lipase inhibitors, primary screen, biochemical, fluorescence, HTS; AID 504411, 2011; inhibition, % at 5.17 µM; HEK293T DAGLB membrane lysate, EnzChek fluorogenic substrate; hit rate 0.059% among 340,000; Diacylglycerol lipase-beta (Homo sapiens), Q8NCG7; in the data active means inhibition above about 34%;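 further: 0% = enzyme with vehicle and 100% = wells lacking enzyme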
# SR-BI DiI-HDL act = activators of SR-BI mediated DiI-HDL uptake, primary screen, ldlA[mSR-BI] CHO cells, DiI fluorescence | AID 504775, 2011 | hit rate 0.096% among 320,000 | 3 h; 100 = double the neutral-control signal | activation, % at 12.5 µM;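 active means mean replicate activation of at least 60% and every replicate at or above 60%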;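 further: 0% = median plate neutral-control signal and 100% = twice that signal; values of inactives mirror those of a sister screen read the other way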
#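 Assay system: LDL receptor-deficient CHO ldlA cells overexpressing murine SR-BI / Medium: BSA-supplemented, HEPES-buffered Ham's F12, pH 7.4 / Probe or stimulus: DiI-labelled HDL at 10 µg/mL final / Timing: compound with DiI-HDL co-incubation, 3 h at 37 °C / Technique: bottom-read cell fluorescence after medium removal, ex 550/em 595 nm / Measure: HDL uptake via cellular fluorescence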
# PKA-R2B activ = activators of PKA-R2B holoenzyme, primary screen, biochemical, fluorescence polarization, Cy5-IP20, human; cAMP-dependent protein kinase catalytic subunit beta (Homo sapiens) + cAMP-dependent …; PKA-R2B holoenzyme dissociation; R2B truncated from residue 108, S112A mutant; 0% DMSO only, 100% 113 µM cGMP; activation, % at 11.4 µM; hit rate 0.079% among 340,000;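 active means activation above a cutoff set at the mean over all compounds plus 3 SD, cut at about 18% in these data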;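 further: higher means more holoenzyme dissociation and a rise in polarization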
# Target sequence (P31323 whole entry, looked up, other chains not shown, the tested form may be a part): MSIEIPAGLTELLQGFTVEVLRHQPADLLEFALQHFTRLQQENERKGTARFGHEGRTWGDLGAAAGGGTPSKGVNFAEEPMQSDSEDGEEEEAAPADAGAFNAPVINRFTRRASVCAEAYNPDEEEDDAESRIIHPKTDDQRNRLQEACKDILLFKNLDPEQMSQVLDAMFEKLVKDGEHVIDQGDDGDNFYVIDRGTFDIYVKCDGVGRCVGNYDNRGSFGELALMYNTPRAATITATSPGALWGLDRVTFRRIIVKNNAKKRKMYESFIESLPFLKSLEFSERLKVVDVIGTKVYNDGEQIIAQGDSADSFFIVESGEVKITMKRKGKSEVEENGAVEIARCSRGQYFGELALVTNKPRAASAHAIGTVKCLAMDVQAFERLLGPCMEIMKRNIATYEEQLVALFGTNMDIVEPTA
# SR-BI HDL uptake = inhibitors of SR-BI mediated HDL lipid uptake, primary screen, ldlA[mSR-BI] cells, fluorescence, single point. ldlA[mSR-BI] CHO cells, DiI-HDL uptake fluorescence, 3 h. inhibition, % at 12.5 µM. hit rate 0.96% among 320,000;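 active means mean replicate inhibition of at least 70% and a set share of replicates each scoring 70 or more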;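 further: 0% = median of neutral control wells and 100% = median of positive control wells; values of inactives mirror those of a sister screen read the other way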
# NSD2 inh = NSD2 histone methyltransferase inhibitors, primary screen, biochemical, AlphaScreen, single concentration, set 2; AID 743445, 2014; NSD2 peptide methylation, 120 min; inhibition, % at 12.5 µM; hit rate 0.54% among 310,000; Histone-lysine N-methyltransferase NSD2 (Homo sapiens), O96028; in the data active means inhibition above about 50%
# The depositor's hits bear a star; nt = no result given.
SMILES,C-LANA FP,RTF Ca sens inh,PvdQ inh,Arrestin-AP2 inh,Keap1 Nrf2 FP,DAGLB inhibitor,SR-BI DiI-HDL act,PKA-R2B activ,SR-BI HDL uptake,NSD2 inh
CC(/C=C/c1ccco1)=N\NC(=O)c1cccnc1,0.8,0,4,-1,-3,1,-19,2,19,1
Oc1c(Cl)cc(Cl)c(Cl)c1Cc1c(O)c(Cl)cc(Cl)c1Cl,-0.2,15,-2,-2,6,14,-68,3,78*,nt
COCCNC(=O)CN1C(=O)CSc2ncccc21,-0.4,-2,-12,-3,-4,1,0,10,0,nt
CCN(CC(=O)NC(=O)NCc1ccccc1)Cc1nc2ccccc2c(=O)[nH]1,-1.7,-3,-14,-4,-5,0,9,-1,-9,-7
COC(=O)c1ccc(C(=O)NC2CCCc3c2cnn3-c2ccc(C)c(C)c2)cc1 (stereo not drawn),-0.1,-3,-19,-11,-3,-1,-26,-6,26,-4
CC1=C(C(=O)O)CC(S(=O)(=O)O)C1(C)C (stereo not drawn),3.0,3,-18,4,-1,-6,10,-3,-10,-4
COc1ccc(C(=O)NC2(C(F)(F)F)NC(=O)N(CCCc3ccccc3)C2=O)c(OC)c1OC (stereo not drawn),-0.3,-4,-5,8,-1,1,-10,-7,10,0
COc1cc(C2OCC3C(c4cc(OC)c(OC)c(OC)c4)OCC23)cc(OC)c1OC (stereo not drawn),0.1,1,1,-4,0,-3,-40,-16,40,nt
[N-]=[N+]=CC(=O)CNC(=O)[C@@H](Cc1ccccc1)N1C(=O)c2ccccc2C1=O,-1.4,6,1,7,-4,1,6,2,-6,1
Cc1c(Cl)cnc(NC(=O)COC(=O)c2ccc3ncsc3c2)c1Cl,1.7,-21,-7,-5,-1,4,18,-7,-18,-9
Fc1cc(Br)ccc1NC(=S)Nc1ccccc1,0.3,-5,-4,-64,-2,-2,-11,12,11,-4
O=C(COc1ccc(Cl)cc1)NCc1nnc(SCC(=O)N2CCCCCC2)o1,0.6,-1,-2,1,-6,1,-12,1,12,0
O=C(COc1cccc([N+](=O)[O-])c1)N/N=C/c1ccco1,0.7,3,10,17,-1,0,20,-8,-20,5
CCOC(=O)CCCc1ccc(/C(C)=N/NC(=S)NC)cc1,-0.3,-2,-2,13,0,-2,-62,-12,62,1
OC(CN1CCN(c2cccc(Cl)c2)CC1)c1ccccc1 (stereo not drawn),0.5,4,3,28,-1,-18,10,-1,-10,2

# Seven compounds out of the list above, arranged by the number in C-LANA FP, high to low:
smiles | C-LANA FP | RTF Ca sens inh | PvdQ inh | Arrestin-AP2 inh | Keap1 Nrf2 FP | DAGLB inhibitor | SR-BI DiI-HDL act | PKA-R2B activ | SR-BI HDL uptake | NSD2 inh
CC1=C(C(=O)O)CC(S(=O)(=O)O)C1(C)C (stereo not drawn) | 3.0 | 3 | -18 | 4 | -1 | -6 | 10 | -3 | -10 | -4
Cc1c(Cl)cnc(NC(=O)COC(=O)c2ccc3ncsc3c2)c1Cl | 1.7 | -21 | -7 | -5 | -1 | 4 | 18 | -7 | -18 | -9
CC(/C=C/c1ccco1)=N\NC(=O)c1cccnc1 | 0.8 | 0 | 4 | -1 | -3 | 1 | -19 | 2 | 19 | 1
Fc1cc(Br)ccc1NC(=S)Nc1ccccc1 | 0.3 | -5 | -4 | -64 | -2 | -2 | -11 | 12 | 11 | -4
COc1cc(C2OCC3C(c4cc(OC)c(OC)c(OC)c4)OCC23)cc(OC)c1OC (stereo not drawn) | 0.1 | 1 | 1 | -4 | 0 | -3 | -40 | -16 | 40 | nt
COc1ccc(C(=O)NC2(C(F)(F)F)NC(=O)N(CCCc3ccccc3)C2=O)c(OC)c1OC (stereo not drawn) | -0.3 | -4 | -5 | 8 | -1 | 1 | -10 | -7 | 10 | 0
CCN(CC(=O)NC(=O)NCc1ccccc1)Cc1nc2ccccc2c(=O)[nH]1 | -1.7 | -3 | -14 | -4 | -5 | 0 | 9 | -1 | -9 | -7

# More structures
SMILES,C-LANA FP,RTF Ca sens inh,PvdQ inh,Arrestin-AP2 inh,Keap1 Nrf2 FP,DAGLB inhibitor,SR-BI DiI-HDL act,PKA-R2B activ,SR-BI HDL uptake,NSD2 inh
Cc1ccc(C)c(SCC(=O)NCc2ccco2)c1,-0.8,-5,-16,-5,-1,-4,-7,10,7,3
CC(Sc1nnc(NCc2ccccc2)s1)C(=O)Nc1ccc2c(c1)C(=O)c1ccccc1C2=O (stereo not drawn),-2.2,-10,-16,21,-5,7,-62,5,62,3
CC1CCN(C(=S)SCc2nc(N)nc(Nc3ccccc3)n2)CC1,1.3,-6,-23,-20,-3,-1,-19,-18,19,0
C[C@H](CO)N1C[C@H](C)[C@@H](CN(C)CC2CCCCC2)Oc2c(NC(=O)Cc3ccccc3)cccc2C1=O,0.6,2,8,26,3,-1,-20,-4,20,nt
CCCCn1c(N)c(N(CC(C)C)C(=O)c2ccc(COc3ccccc3)o2)c(=O)[nH]c1=O,-3.0,-1,-13,-4,0,2,9,9,-9,-1
O=C(Oc1ccc(OC(=O)c2ccco2)c(S(=O)(=O)c2ccc(Cl)cc2)c1)c1ccco1,-0.6,5,3,15,-6,23,37,1,-37,-1
Cc1cc(C)c(NC2=NS(=O)(=O)c3ccccc32)c(C)c1,1.2,-6,-10,-1,2,-1,-7,-2,7,-2
COc1ccc(-c2cc(C(=O)NCCN3CCOCC3)c3ccccc3n2)cc1,-0.3,-6,7,5,-4,2,-51,-15,51,-6
COC(=O)CNC(=O)C(C)NC(=O)CNC(=O)OCc1ccccc1 (stereo not drawn),-0.4,7,-11,4,-2,-2,12,-4,-12,-4
Cc1c(Cl)cccc1NC(=O)CNC(=O)c1ccc2c(c1)OCCO2,0.9,2,11,13,6,-2,-1,-4,1,2
CC(=O)N1CCN(S(=O)(=O)c2cccc(C(=O)NCCC3=CCCCC3)c2)CC1,-1.0,-4,-12,7,-2,-1,2,2,-2,0
Cn1cnnc1Sc1nc2c(c(=O)n(C)c(=O)n2C)n1Cc1ccccc1Cl,2.6,-21,-10,-2,-4,-1,1,-5,-1,1
Cc1nn2c(-c3ccc(F)cc3)ccnc2c1Cl,0.4,-11,-5,8,2,-6,-1,-13,1,-5
CCn1c(SCC(=O)OC(C)C)nnc1-c1cccc(Cl)c1,0.4,10,1,-12,-4,-2,29,-1,-29,-1
Cc1nn(CC(=O)Nc2ccc(N3CCOCC3)cc2)c(C)c1[N+](=O)[O-],-1.5,0,2,-14,2,-2,-18,0,18,0
CC(C)=CCCC(C)CN1CCC(n2nccc2NC(=O)c2cccnc2)CC1 (stereo not drawn),9.8,1,3,60*,4,0,11,-5,-11,6
CC(=O)COC(=O)C1CC(=O)N(c2ccc(C)c(C)c2)C1 (stereo not drawn),2.6,-8,-3,-5,0,3,24,8,-24,nt
COc1ccccc1N1CCN(/N=C\C(Br)=C\c2ccccc2)CC1,-0.4,-12,-10,5,-3,-2,-35,0,35,3
COc1ccc(C(=O)c2c(C)oc3ccc(O)cc23)c(OC)c1,4.2,-7,-8,-2,3,3,-31,-7,31,-1
C=CCN(Cc1cccs1)C(=O)CN1CCN(S(=O)(=O)c2ccc3c(c2)OCCCO3)CC1,-1.1,-11,-17,11,-4,-4,4,7,-4,-2
O=[N+]([O-])c1ccc(C2CN=C(Nc3ccccc3)S2)cc1 (stereo not drawn),-2.3,-8,-8,18,1,-2,-14,2,14,5
O=C(/C=C/c1c[nH]c2ccccc12)c1cccc2ccccc12,-1.7,4,3,0,-2,-5,-21,-21,52,0
COCCn1c(C)cc(/C=N/NC(=O)c2cc3ccccc3cc2O)c1C,0.0,-8,-16,8,-9,3,-95,-2,95*,1
Cc1ccc(C(=O)N(C)CCOc2ccccc2)cc1S(=O)(=O)N1CCCCC1,-1.4,-1,-22,-1,-1,-1,5,-3,-5,1
Cc1ccc2nc3c(cc(C(=O)NCCc4ccccc4)c(=N)n3CC3CCCO3)c(=O)n2c1 (stereo not drawn),-2.1,-3,-1,18,-1,0,-18,8,18,-3
C[C@H](O)[C@@H]1C(=O)N2CCc3ccc(-c4cccc(F)c4)cc3[C@@H]2C[C@@H]1N(C)C(=O)C(C)(C)C,0.1,-6,-4,53,7,0,-7,8,7,nt
Cc1ccc2c(c1)c(C)cc[n+]2Cc1ccccc1,-4.4,1,-11,0,-2,2,4,-1,-4,1
Cc1c(C=NNC(=O)c2ccc(Br)cc2)c2ccccn2c1C(=O)c1ccncc1,0.5,-6,-8,14,-2,-2,-13,9,13,-1
O=C(O)c1ccc(N/N=C/c2cccc3nccnc23)cc1,-0.7,2,16,7,-4,0,nt,-13,nt,11
O=S(=O)(c1ccccc1)c1nc(-c2ccccc2Cl)oc1NCCN1CCOCC1,0.3,-4,-5,1,-2,0,2,3,-2,6
Cn1nccc1NS(=O)(=O)c1ccc(F)cc1,1.5,-1,10,34,-2,0,-2,-4,2,3
CC(=O)OC(C(=O)NC1CCCCC1)c1ccccc1F (stereo not drawn),1.0,-9,10,-1,-3,0,17,-9,-17,-2
CC(=O)NC12CC3CC(C)(C1)CC(NC(C)=O)(C3)C2,-2.9,-3,-6,6,-1,1,25,-3,-25,-2
C/C(=N\NC(=S)NC1CCCCC1)c1ccccc1,0.0,-2,-14,10,0,-4,-17,-15,17,0
COc1ccccc1/C=C(/C(=O)OCC(=O)NCc1ccccc1)c1ccccc1,-1.0,-6,-13,5,-4,-10,17,-7,-17,-1
Cc1cccc(OC(=O)Cn2c(C(F)(F)F)nc3ccccc32)c1,-0.2,-4,-6,-3,1,-1,22,-5,-22,-1
COC(=O)c1ccc(CSc2nnc(CNC(=O)c3ccccc3F)o2)o1,0.8,-3,-11,3,-5,-2,-20,-4,20,nt
